Bioassay records deposited in PubChem by Southern Research Specialized Biocontainment Screening Center.
inhibitors of VEEV: inhibitors of VEEV TC-83 cytopathic effect, confirmation, Vero cells (AID 588727); inhibition, % at 20 µM; hits with a dose series show IC50 in µM; Vero cells, VEEV TC-83 cytopathic effect inhibition; higher % means a stronger effect; 0.13% of 350,000 active; in the data active = a potency from the dose series; inconclusive = inhibition mostly from about 14% at the one dose, without a potency; inactive = the rest, 99 in 100 with inhibition below about 12%; note: strong numbers were not always called active
Salmonella PhoP GFP: Inhibition of PhoP regulon, Salmonella typhi GFP reporter cells, confirmation, 4 h (AID 1850); 0.33% of 310,000 active; Salmonella Typhi PhoP-promoter GFP reporter, fluorescence, 4 h; higher % means a stronger effect; one-dose inhibition, % at 50 µM; IC50 in µM for titrated hits; in the data active = a potency from the dose series; inconclusive = inhibition mostly from about 25% at the one dose, without a potency; inactive = the rest, 99 in 100 with inhibition below about 19%;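 note: 0% = induced wells with vehicle and 100% = uninduced wells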
H1N1 NS1A inhibition: NS1A inhibition, H1N1 influenza, cell based functional assay (AID 504329); NS1A functional cell-based assay, percent inhibition; higher % means a stronger effect; inhibition, % at 12.5 µM, or IC50 in µM where a hit was titrated; 0.3% of 340,000 active; in the data active = a potency from the dose series; inconclusive = inhibition above about 27% without an active follow-up result; note: strong numbers were not always called active
tuberculosis growth: growth inhibition of non-replicating M. tuberculosis (AID 488890); Mycobacterium tuberculosis non-replicating, growth inhibition; higher % means a stronger effect; 0.39% of 320,000 active; inhibition, % at 25 µM; hits with a dose series show IC50 in µM; in the data active = a potency from the dose series; inconclusive = inhibition mostly from about 82% at the one dose, without a potency; inactive = the rest, 99 in 100 with inhibition below about 76%;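 note: plate controls were DMSO cells for no effect and high antibiotic wells for full effect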
H37Rv inhibition: M. tuberculosis growth inhibition, HTS (AID 449762). M. tuberculosis H37Rv growth inhibition, 7H9 media; higher % means a stronger effect. one-dose inhibition, % at 25 µM; IC50 in µM for titrated hits. 0.59% of 330,000 active; in the data active = a potency from the dose series; inconclusive = inhibition above about 70% without an active follow-up result;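 note: bacterial growth assessed after seven days of incubation; strong numbers were not always called active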
inhibitors of VEEV 10K pilot screen: also measured in inhibitors of VEEV; calls as there; inhibition, %; measured here: 10K pilot screen inhibition
* marks the source's active call; other numbers are inactive results; i = inactive; ? = inconclusive; / = no result given. Random draw from the library. Share with any hit: about 1.5%.

SMILES | inhibitors of VEEV | Salmonella PhoP GFP | H1N1 NS1A inhibition | tuberculosis growth | H37Rv inhibition | others
Nc1n[nH]c(-c2ccc([N+](=O)[O-])cc2[N+](=O)[O-])n1 | 1.8% | -8% | 4% | -17% | 5%
Cn1cccc1C(=O)NC1CCCCCC1 | 0.7% | / | -2% | 31% | 6%
N#Cc1c(SCC(N)=O)nsc1SCc1ccc(Cl)cc1 | i | -8% | 0% | ? | ?
CC(=O)c1ccc2c(c1)Cc1cc(C(C)=O)ccc1-2 | i | 3% | 19% | 25% | 4%
Cc1sc2nc(SC(C)C)nc(N)c2c1C | i | -2% | 3% | 6% | -4%
CC1CC(C)CN(S(=O)(=O)c2cc3c4c(c2)CCN4C(=O)CC3)C1 (stereo unspecified) | 3.1% | 13% | -6% | -4% | -7%
CCc1ccc[n+](-c2[nH]c(=O)sc2/C=N/N=C(\[O-])c2ccncc2)c1 | 2.5% | 0% | -1% | 49% | ?
CCOC(=O)N1CCC(Nc2c(NCCCN3CCN(CC)CC3)c(=O)c2=O)CC1 | 2.4% | -3% | -4% | -15% | -2%
O=C(O)C(Cc1c[nH]c2ccccc12)N1C(=O)C2C3c4ccccc4C(c4ccccc43)[C@@H]2C1=O (stereo partly specified) | 1.9% | -1% | -5% | 14% | -6%
CCOc1ccc(C2CC(=O)N(Nc3ccc([N+](=O)[O-])cc3[N+](=O)[O-])C2=O)cc1 (stereo unspecified) | i | 6% | -23% | -6% | -4%
CC(C)CCNC(=O)CCCc1ccccc1 | 0.3% | 6% | -4% | 6% | -10%
CCC(=O)c1ccc(OCc2ccc(C(=O)OC)cc2)cc1 | 0.1% | -2% | 3% | i | 4%
CCS(=O)(=O)N1CCC(C(=O)Nc2ccc3c(c2)CCC3)CC1 | 3.5% | -3% | -3% | -11% | 18%
Cc1nn(CC(=O)NCc2cccnc2)c(C)c1[N+](=O)[O-] | 0.9% | 11% | -9% | 0% | 3%
CC(=O)Nc1ccc(NC(=O)CSc2ccc(C)cc2)cc1 | i | 6% | 15% | 38% | 4%
O=C(Nc1ccccc1Cl)c1cnccn1 | 1.1% | -19% | 2% | 4% | -9%
O=C(O)c1ccc(S(=O)(=O)N2CCCC2)cc1 | 0.9% | -8% | -9% | 6% | -3%
Cc1cc(=O)[nH]c(NN=Cc2cc(Br)ccc2O)n1 | 12% | / | 12µM* | / | /
Cc1ccc(NS(=O)(=O)c2c(C)noc2C)cc1 | 1.0% | 2% | -8% | -1% | 3%
COc1cccc2c(=O)c3c([nH]c12)OC(C)(C)C3 | 2.1% | -3% | 1% | 6% | 2%
Nn1c(SCc2nc3ccccc3[nH]2)nnc1-c1ccccc1 | 3.8% | 6% | 2% | 14% | 12%
Cc1ccc(CNC(=O)/C=C/c2cccs2)cc1 | 3.0% | 3% | -5% | ? | 8%
Cc1ccc(-n2nc(C(=O)O)cc2-c2ccccc2Cl)cc1 | 0.1% | 0% | -24% | 39% | -9%
O=C(NCc1ccc2c(c1)OCO2)C1CCN(S(=O)(=O)N2CCCCC2)CC1 | i | 2% | -6% | 13% | -2% | inhibitors of VEEV 10K pilot screen=0.7
O=C(COC(=O)CCC(=O)c1cccs1)Nc1ccc(S(=O)(=O)N2CCOCC2)cc1 | 0.4% | 5% | 3% | -7% | 3%
CCN(CC)C(=O)c1ccc(C)c(Br)c1 | 4.9% | -5% | -12% | -22% | -2%
O=C(Nc1ccc2oc(=O)ccc2c1)c1ccc(-c2ccccc2[N+](=O)[O-])o1 | i | 12% | -20% | -14% | 20%
CC1CN(S(=O)(=O)c2cccc(C(=O)OC(C)C(=O)NC3CCCCC3C)c2)CC(C)O1 (stereo unspecified) | 3.1% | -6% | -12% | -6% | -1%
O=C(c1ccc2c(Cl)c3c(nc2c1)CCCC3)N1CCN(c2ccc(F)cc2)CC1 | 1.9% | 6% | -27% | 75% | 21%
CN1CCN(c2ccc([N+](=O)[O-])cc2C(=O)N2CCCCC2)CC1 | 0.1% | -4% | -7% | -13% | 2%
Cc1nc(Cl)sc1C(=O)NC(C)c1ccc(Cl)cc1 (stereo unspecified) | i | 0% | 1% | 11% | -1%
C=CCNC(=O)c1ccccc1NC(=O)Nc1ccccc1 | 0.2% | 7% | -22% | 1% | -3%
CCC(C)(C)n1nnnc1C(c1cccnc1)N1CCC(Cc2ccccc2)CC1 (stereo unspecified) | 1.8% | 23% | -1% | 9% | -2%
COc1ccc(Br)cc1-c1noc(-c2ccccc2)n1 | 0.3% | -3% | -2% | 18% | -1%
Cc1cc(C)n2nc(SCc3cccc(S(=O)(=O)N(C)C)c3)nc2n1 | i | -6% | -8% | -4% | -9%
O=C(CSc1n[nH]c(-c2cccs2)n1)NCc1cccs1 | 6.5% | 3% | -3% | 5% | 10%
O=C(COC(=O)/C=C/c1ccccc1[N+](=O)[O-])NCc1ccco1 | 3.5% | / | -15% | 24% | -2%
O=C1Nc2cc(Cl)ccc2C1(N1CCNCC1)C(F)(F)F (stereo unspecified) | i | -1% | 1% | -2% | -9%
COc1cc(OC)cc(C(=O)NC(C(=O)Nc2ccc3nc(C)sc3c2)C(C)C)c1 (stereo unspecified) | 0.6% | / | -11% | -12% | -1%
COc1ccc(N2CC(C(=O)OCC(=O)NCc3ccccc3)CC2=O)cc1 (stereo unspecified) | i | -3% | -4% | 29% | 2%
CCOc1ccc2[nH]c(=O)c(CN(CCO)C3(c4nnnn4C4CCCCC4)CCCCC3)cc2c1 | i | 5% | 0% | 2% | -4%
CCCOC(=O)c1ccc(NC(=O)c2ccoc2C)cc1 | 5.4% | -2% | -7% | 39% | 67%
Cc1ccc(S(=O)(=O)N(CC(=O)N2CCOCC2)c2ccccc2F)cc1 | 3.1% | 14% | 0% | -6% | 2%
CCOc1cc(C)cc2oc(=O)cc(-c3ccccc3)c12 | i | -12% | -7% | 6% | 27%
COc1ccc(NC(=O)CSc2ccccc2)cc1S(=O)(=O)N1CCCCC1 | 2.9% | -7% | 3% | -2% | -3%
CCNc1nc(N)nc(-c2cc(Cl)ccc2OC)n1 | 0.8% | 5% | -2% | 3% | 0%
C=CCc1cccc(/C=N/NC(=O)C(C)Nc2ccc(C)cc2)c1O (stereo unspecified) | 11% | -5% | -7% | -5% | 8%
COc1ccc(N2CCN(C(=O)COC(=O)COc3cc(C)cc(C)c3)CC2)cc1 | 3.0% | 5% | 2% | 55% | ?
CC(C)N(C(=O)Cn1cc(S(=O)(=O)CC(=O)NCc2ccccc2)c2ccccc21)C(C)C | 1.7% | -9% | 8% | -1% | 1%
O=C(NCCCN1CCOCC1)C(=O)N/N=C/c1ccc(F)cc1 | 0.3% | 1% | -20% | 5% | 3%
N=c1oc2c3c4c(cc2cc1C(=O)Nc1ccccc1)CCCN4CCC3 | 8.8% | -47% | -20% | 5% | 29%
CC1(C)Cc2c(c(-c3ccccc3Cl)[nH]c(=O)c2C#N)CO1 | 1.1% | -9% | -10% | 53% | -5%
CCNc1nc(NCC)n2c(SCC(=O)Nc3cc(OC)ccc3OC)nnc2n1 | 0.9% | -5% | 12% | 0% | 7%
CCN1C(=O)/C(=C/C=C2/CCCN2C)OC1=S | 0.8% | -7% | -4% | 8% | 5%
COc1ccc2oc(-c3ccccc3)c(C(N)=O)c2c1 | 1.1% | -1% | 17% | 10% | -5%
CSCCC(NS(=O)(=O)c1ccccc1F)C(=O)NCC(C)(C)N1CCOCC1 (stereo unspecified) | 1.2% | / | 2% | 25% | 7%
O=C(NCc1ccco1)c1ccc2c(c1)N(Cc1ccc(Cl)cc1)CCS2 | 3.5% | 8% | -9% | 1% | -6%
CC(=O)OC1CC2(C)C(C(C)=O)CCC2C2CCC3=CC(=O)CCC3(C)C12 (stereo unspecified) | 4.3% | / | -2% | / | /
Cc1cccc(CSc2nnc(-c3cnccn3)n2C)c1 | 1.0% | -1% | -25% | 61% | -8%
O=C(COC(=O)c1ccc2ncsc2c1)Nc1cccc(Cl)c1 | 0.9% | / | -8% | 0% | ?
Further records follow.
SMILES | inhibitors of VEEV | Salmonella PhoP GFP | H1N1 NS1A inhibition | tuberculosis growth | H37Rv inhibition | others
Cc1cccc(N2C(S)=C(C#N)C(=O)NC23CCCCC3)c1 | i | -14% | -3% | 9% | -4%
CNC(=S)NNC(=O)CCn1nc(C)c(Br)c1C | 0.8% | 13% | 8% | -1% | -13%
CSCCC(=O)N1CCCC(CNC(=O)c2ccccc2Cl)C1 (stereo unspecified) | 0.2% | -1% | -15% | -8% | -4%
CC(=C\c1ccco1)/C=C1/SC(=S)N(CC(=O)O)C1=O | 1.0% | 11% | -8% | -14% | -6%
N#CC1(c2ccccc2)CCN(C2CC(=O)N(c3ccc4c(c3)OCO4)C2=O)CC1 (stereo unspecified) | 0.3% | 10% | 3% | 10% | -6%
CS(=O)(=O)NC1c2cccc3cccc(c23)C1Sc1nncn1/N=C/c1ccco1 (stereo unspecified) | i | 10% | 0% | -15% | -11%
Cc1ccc(NC(=O)CS(=O)CC(=O)NC2CCN(Cc3ccccc3)CC2)c(C)c1 (stereo unspecified) | 1.1% | -6% | 6% | 8% | 3%
Cc1cc(C)c2c(c1)NC(C(=O)O)C1CC=CC21 (stereo unspecified) | i | -5% | 11% | 28% | 9%

Entries listed so far containing a Cl atom, in the order listed:
SMILES | inhibitors of VEEV | Salmonella PhoP GFP | H1N1 NS1A inhibition | tuberculosis growth | H37Rv inhibition | others
N#Cc1c(SCC(N)=O)nsc1SCc1ccc(Cl)cc1 | i | -8% | 0% | ? | ?
O=C(Nc1ccccc1Cl)c1cnccn1 | 1.1% | -19% | 2% | 4% | -9%
Cc1ccc(-n2nc(C(=O)O)cc2-c2ccccc2Cl)cc1 | 0.1% | 0% | -24% | 39% | -9%
O=C(c1ccc2c(Cl)c3c(nc2c1)CCCC3)N1CCN(c2ccc(F)cc2)CC1 | 1.9% | 6% | -27% | 75% | 21%
Cc1nc(Cl)sc1C(=O)NC(C)c1ccc(Cl)cc1 (stereo unspecified) | i | 0% | 1% | 11% | -1%
O=C1Nc2cc(Cl)ccc2C1(N1CCNCC1)C(F)(F)F (stereo unspecified) | i | -1% | 1% | -2% | -9%
CCNc1nc(N)nc(-c2cc(Cl)ccc2OC)n1 | 0.8% | 5% | -2% | 3% | 0%
CC1(C)Cc2c(c(-c3ccccc3Cl)[nH]c(=O)c2C#N)CO1 | 1.1% | -9% | -10% | 53% | -5%
O=C(NCc1ccco1)c1ccc2c(c1)N(Cc1ccc(Cl)cc1)CCS2 | 3.5% | 8% | -9% | 1% | -6%
O=C(COC(=O)c1ccc2ncsc2c1)Nc1cccc(Cl)c1 | 0.9% | / | -8% | 0% | ?
CSCCC(=O)N1CCCC(CNC(=O)c2ccccc2Cl)C1 (stereo unspecified) | 0.2% | -1% | -15% | -8% | -4%
